EZH2 inh: inhibitors of human EZH2/PRC2 methyltransferase | Q15910 | 57,000 tested, 0.35% active | inhibition, % at 12.5 µM | PRC2 H3K27 methylation, DELFIA TRF, 1 h;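 active = mean inhibition of replicates at least 50% and every single replicate also reaching 50%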;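 also: dimethyl H3K27 on biotinylated H3 21-44 peptide detected by antibody; plate controls were median neutral control wells for no effect and median positive control wells for full effect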
Target sequence (Q15910 whole entry, looked up): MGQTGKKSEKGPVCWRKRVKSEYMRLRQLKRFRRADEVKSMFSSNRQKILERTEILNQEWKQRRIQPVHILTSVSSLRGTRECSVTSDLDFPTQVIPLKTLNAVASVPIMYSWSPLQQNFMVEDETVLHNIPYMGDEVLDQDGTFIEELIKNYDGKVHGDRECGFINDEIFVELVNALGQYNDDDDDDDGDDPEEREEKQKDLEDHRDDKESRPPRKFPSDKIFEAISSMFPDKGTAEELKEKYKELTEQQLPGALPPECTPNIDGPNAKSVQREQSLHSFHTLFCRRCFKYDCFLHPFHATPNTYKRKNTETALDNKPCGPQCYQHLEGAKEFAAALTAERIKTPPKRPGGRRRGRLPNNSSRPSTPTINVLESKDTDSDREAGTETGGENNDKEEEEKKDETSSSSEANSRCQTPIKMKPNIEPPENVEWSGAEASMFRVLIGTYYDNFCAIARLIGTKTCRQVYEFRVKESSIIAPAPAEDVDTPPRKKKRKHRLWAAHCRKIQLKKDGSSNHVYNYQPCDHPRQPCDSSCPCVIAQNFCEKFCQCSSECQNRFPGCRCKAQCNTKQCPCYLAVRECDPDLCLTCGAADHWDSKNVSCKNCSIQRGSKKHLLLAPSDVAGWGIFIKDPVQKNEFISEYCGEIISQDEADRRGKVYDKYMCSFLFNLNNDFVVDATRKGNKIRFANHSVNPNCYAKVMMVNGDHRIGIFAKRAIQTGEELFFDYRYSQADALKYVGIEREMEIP
IDH1 R132H inh: inhibitors of human IDH1 R132H | O75874 | IDH1 R132H reductase, diaphorase/resazurin fluorescence, 60 min | inhibition, % at 10 µM | 70,000 tested, 0.18% active | AID 624101; in the data active = inhibition above about 34%;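 also: 0% = DMSO and 100% = no enzyme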
Starred values were filed as active, the others as inactive; . = no result given; & = joins results of further samples. Some of the compounds tested. The share of hits here may be higher or lower than overall.

SMILES | EZH2 inh | IDH1 R132H inh
C[C@H](CO)N1C[C@H](C)[C@@H](CN(C)C(=O)Cc2ccccc2)OCCCC[C@H](C)Oc2ccc(NC(=O)Nc3cccc4ccccc34)cc2C1=O | . | 2.5
CC(C)=CCC[C@@H](C)C/C=N/NC(=O)CCCCCCC(=O)Nc1ccccc1O | 17 | -0.2
COc1ccc(S(=O)(=O)Nc2ccc3c(c2)CC(=O)N([C@H](C)CO)C[C@@H](C)[C@H](CN(C)S(=O)(=O)c2c(C)noc2C)O3)cc1 | . | -10
C[C@H]1CN([C@@H](C)CO)C(=O)Cc2cc(NC(=O)CCN3CCOCC3)ccc2O[C@H]1CN(C)Cc1ccc(Oc2ccccc2)cc1 | . | -2.0
C[C@H](CO)N1C[C@H](C)[C@H](CN(C)CC2CC2)Oc2ccc(NS(=O)(=O)c3ccc(Cl)cc3)cc2C1=O | 1 | 3.1
O=C(COc1ccc([N+](=O)[O-])cc1)Nc1cc(C(F)(F)F)ccc1N1CCOCC1 | 5 | 0.2
Cc1noc(C)c1NC(=O)Nc1ccc2c(c1)CC(=O)N([C@H](C)CO)C[C@H](C)[C@@H](CN(C)C(=O)Nc1ccc(C(F)(F)F)cc1)O2 | . | 0.4
O=C(C[C@H]1CC[C@H](NC(=O)CN2CCOCC2)[C@H](CO)O1)NCc1cccc(F)c1 | 2 | 0.2
COc1ccc(-c2oc3cc(O[C@@H]4O[C@@H](C)[C@H](O)[C@@H](O)[C@H]4O)cc(O)c3c(=O)c2O[C@@H]2O[C@H](CO)[C@@H](O)[C@H](O)[C@H]2O)cc1 | . | -0.1
COCC(=O)Nc1ccc2c(c1)C(=O)N(C)C[C@@H](OC)[C@@H](C)CN[C@H](C)CO2 | 1 | .
CC(C)C#Cc1ccc2c(c1)O[C@@H](CN(C)C(=O)c1ccncc1)[C@@H](C)CN([C@@H](C)CO)S2(=O)=O | -5 | .
Cc1ccc(S(=O)(=O)N[C@@H]2CC[C@@H](CCNC(=O)C3CCC3)O[C@@H]2CO)cc1 | 2 | 0.6
C[C@H]1CN([C@@H](C)CO)C(=O)Cc2cc(NS(=O)(=O)c3cccs3)ccc2O[C@@H]1CN(C)S(=O)(=O)c1ccccc1 | . | -0.1
COc1ccc(S(=O)(=O)N(C)C[C@H]2Oc3ccc(NC(=O)Cc4cn(C)c5ccccc45)cc3CC(=O)N([C@@H](C)CO)C[C@H]2C)cc1 | . | -3.8
O=C(NCC[C@H]1CC[C@H](NC(=O)c2ccc3c(c2)OCO3)[C@@H](CO)O1)Nc1ccc(Cl)cc1 | -15 | 0.4
C[C@@H]1CN([C@H](C)CO)C(=O)c2cc(NS(=O)(=O)c3ccc(Cl)cc3)ccc2O[C@@H]1CN(C)S(=O)(=O)c1ccc(F)cc1 | . | 2.3
C[C@H](CO)N1C[C@H](C)[C@H](CN(C)C(=O)c2ccccc2)Oc2cc(-c3cccc(C#N)c3)ccc2S1(=O)=O | . | 0.7
C[C@H](CO)N1C[C@H](C)[C@@H](CN(C)C(=O)NC2CCCCC2)Oc2c(NS(=O)(=O)c3cn(C)cn3)cccc2C1=O | . | -0.2
COc1ccc(CN(C)C[C@H]2Oc3c(NS(=O)(=O)c4cccs4)cccc3C(=O)N([C@H](C)CO)C[C@H]2C)cc1 | . | -1.6
CCn1c(SCC(=O)c2ccc(F)cc2)nnc1-c1cccc([N+](=O)[O-])c1 | 9 | -0.1
COc1ccc(-c2coc3c(OC)c(OC)cc(OC)c3c2=O)cc1 | 7 | -0.4
COCC(=O)Nc1ccc2c(c1)C(=O)N(C)C[C@H](OC)[C@H](C)CN(C(=O)Cc1cccnc1)[C@@H](C)CO2 | 3 | 0.1
COc1ccc(S(=O)(=O)N(C)C[C@H]2Oc3cc(C#CC4CCCC4)ccc3S(=O)(=O)N([C@H](C)CO)C[C@@H]2C)cc1 | . | -0.4
C[C@H]1CN([C@@H](C)CO)S(=O)(=O)c2ccc(C3=CCCCC3)cc2O[C@H]1CN(C)C(=O)Cc1cccnc1 | 10 | .
C[C@H]1CN([C@@H](C)CO)C(=O)c2cc(NC(=O)Nc3ccccc3)ccc2O[C@H]1CN(C)C(=O)NC1CCCCC1 | . | 1.8

New compounds follow.
SMILES | EZH2 inh | IDH1 R132H inh
COc1cc(OC)cc(OCC(O)Cn2cnc(-c3ccccc3)c2)c1 (centres undefined) | -13 | -0.4
CC(C)(C)ONC(=O)c1ccc(-n2cc(C(=O)NO)nn2)cc1 | 1 | .
N#C[C@H]1[C@@H](c2ccc(-c3ccccc3F)cc2)[C@@H](CO)N1C(=O)C1CC1 | . | -0.1
C[C@@H]1CN([C@@H](C)CO)C(=O)c2cc(NS(=O)(=O)c3ccccc3)ccc2O[C@@H](C)CCCCO[C@@H]1CN(C)Cc1ccc2c(c1)OCO2 | . | -1.7
Cc1ccc(S(=O)(=O)N(C)C[C@H]2Oc3ccc(NC(=O)CCN4CCOCC4)cc3C(=O)N([C@H](C)CO)C[C@H]2C)cc1 | -9 | -1.8
C[C@H]1CN([C@@H](C)CO)C(=O)c2ccccc2-c2ccccc2CO[C@H]1CN(C)S(=O)(=O)c1cn(C)cn1 | -4 | .
O=C(C[C@@H]1C[C@@H]2c3cc(NS(=O)(=O)c4ccccc4)ccc3O[C@@H]2[C@@H](CO)O1)NCC1CC1 | 23 | 0.0
CN(C)CC(=O)N[C@H]1CC[C@H](CCNC(=O)C2CCCC2)O[C@@H]1CO | 18 | -0.2
O=S(=O)(c1ccc(F)cc1)c1nc(-c2ccccc2Cl)oc1NCc1ccco1 | 5 | 0.2
CC(=O)N(C)C[C@H]1Oc2cc(Br)ccc2S(=O)(=O)N([C@H](C)CO)C[C@@H]1C | 27&14 | 3.6
O=C(NCC[C@H]1CC[C@H](NS(=O)(=O)c2cccc(F)c2)[C@H](CO)O1)C1CCCCC1 | -6 | 0.3
COc1ccc(CN(C)C[C@@H]2Oc3ccc(NS(=O)(=O)c4cn(C)cn4)cc3C(=O)N([C@H](C)CO)C[C@@H]2C)cc1 | 13 | 0.1
C[C@H]1CN([C@@H](C)CO)C(=O)c2cc(NS(=O)(=O)c3ccc(F)cc3)ccc2O[C@@H]1CN(C)Cc1ccc(C(=O)Nc2ccccc2N)cc1 | -3 | .
CC(C)=CC(O)C/C(C)=C/COc1ccc2ccc(=O)oc2c1 (centres undefined) | -14 | -0.5
COC(=O)c1cc(C)cc(OC)c1C1C(=O)C(=O)c2c(O)cccc2C1=O (centres undefined) | . | -0.2
C[C@@H]1CN([C@H](C)CO)C(=O)c2cccc(NC(=O)c3ccncc3)c2O[C@@H]1CN(C)S(=O)(=O)c1cccs1 | . | 0.9
COCC(=O)Nc1ccc2c(c1)C(=O)N(C)C[C@@H](OC)[C@H](C)CN(Cc1ccncc1)[C@@H](C)CO2 | 6 | -0.2
CC(C)NC(=O)N(C)C[C@H]1OCCCC[C@@H](C)Oc2ccc(NC(=O)Nc3ccc(F)cc3)cc2C(=O)N([C@H](C)CO)C[C@@H]1C | . | 0.0
C[C@@H]1CN([C@H](C)CO)C(=O)c2cc(/C=C/c3ccccc3)cnc2O[C@H]1CN(C)Cc1ccccc1 | 5 | -0.3
Cc1cc(C)nc(SC(C)C(=O)Nc2ccccc2)n1 (centres undefined) | 1 | -0.2
C[C@H](O)C#Cc1ccc2c(c1)O[C@@H](CN(C)C(=O)Nc1ccccc1)[C@@H](C)CN([C@@H](C)CO)S2(=O)=O | 3 | 1.7
C[C@@H]1CN([C@H](C)CO)S(=O)(=O)c2ccc(/C=C/c3ccccc3)cc2O[C@@H]1CN(C)CC1CC1 | -12 | 1.7
Cc1nc(SCC(=O)c2ccccc2)c2sc3nc4c(cc3c2n1)COC(C)(C)C4 | 4 | 0.9
COc1ccc(S(=O)(=O)N(C)C[C@H]2Oc3ccc(NC(=O)CCC(F)(F)F)cc3C(=O)N([C@H](C)CO)C[C@@H]2C)cc1 | . | -0.4
C[C@H](CO)N1C[C@H](C)[C@H](CN(C)C(=O)Nc2ccccc2)OCCCC[C@H](C)Oc2ccc(NC(=O)CCC(F)(F)F)cc2C1=O | . | -0.1

Among those listed so far, 2 have a cyano group.
SMILES | EZH2 inh | IDH1 R132H inh
C[C@H](CO)N1C[C@H](C)[C@H](CN(C)C(=O)c2ccccc2)Oc2cc(-c3cccc(C#N)c3)ccc2S1(=O)=O | . | 0.7
N#C[C@H]1[C@@H](c2ccc(-c3ccccc3F)cc2)[C@@H](CO)N1C(=O)C1CC1 | . | -0.1

Complete entries as entered above. Screens in order: EZH2 inh, IDH1 R132H inh
C[C@H](CO)N1C[C@H](C)[C@@H](CN(C)C(=O)Cc2ccccc2)OCCCC[C@H](C)Oc2ccc(NC(=O)Nc3cccc4ccccc34)cc2C1=O is listed with ., 2.5
COCC(=O)Nc1ccc2c(c1)C(=O)N(C)C[C@H](OC)[C@H](C)CN(C(=O)Cc1cccnc1)[C@@H](C)CO2 is listed with 3, 0.1
C[C@H](CO)N1C[C@H](C)[C@@H](CN(C)C(=O)NC2CCCCC2)Oc2c(NS(=O)(=O)c3cn(C)cn3)cccc2C1=O is listed with ., -0.2

(list continues)
SMILES | EZH2 inh | IDH1 R132H inh
CC1OC(OC2C(O[C@H]3OC[C@](O)(CO)[C@H]3O)COC(O[C@@H]3[C@@H](O)[C@@H](O)[C@H](OC4C(OC(=O)[C@]56CCC(C)(C)CC5C5=CCC7[C@@]8(C)C[C@H](O)[C@H](OC9OC(CO)C(O)C(O)C9O)[C@@](C)(CO)C8[C@H](O)C[C@@]7(C)[C@]5(C)CC6)OCC(O)C4O)O[C@H]3C)C2O)C(O)C(O)C1O (some centres undefined) | . | 0.0
C[C@H](NC(=O)N(C)C[C@H]1OCc2ccccc2-c2c(n(C)c3ccccc23)C(=O)N([C@H](C)CO)C[C@@H]1C)c1ccccc1 | 2 | .
COc1ccc(S(=O)(=O)Nc2ccc3c(c2)C(=O)N([C@H](C)CO)C[C@@H](C)[C@H](CN(C)S(=O)(=O)c2ccc(C)cc2)OCCCC[C@@H](C)O3)cc1 | . | -0.5
CC(C)NC(=O)Nc1ccc2c(c1)CC(=O)N([C@H](C)CO)C[C@@H](C)[C@H](CN(C)Cc1ccc(-c3ccccc3)cc1)O2 | -42 | 1.7
C[C@@H]1CN([C@@H](C)CO)C(=O)c2cc(C3=CCCC3)cnc2O[C@@H]1CN(C)C(=O)Nc1cccc(F)c1 | 0 | .
CO[C@@H]1CN(C)C(=O)c2ccc(NC(=O)Nc3cc(F)ccc3F)cc2OC[C@H](C)N(C(=O)c2ccccn2)C[C@H]1C | -14 | -0.5
CO[C@H]1CN(C)C(=O)c2cc(NC(C)=O)ccc2OC[C@H](C)N(C(=O)Cc2cccnc2)C[C@H]1C | 16 | 0.2
C[C@H](CO)N1C[C@H](C)[C@@H](CN(C)C)Oc2cc(-c3ccncc3)ccc2S1(=O)=O | -3 | 0.8
COc1ccc(NC(=O)Nc2ccc3c(c2)C(=O)N([C@H](C)CO)C[C@H](C)[C@@H](CN(C)S(=O)(=O)c2cn(C)cn2)OCCCC[C@@H](C)O3)cc1 | . | -9.2
C[C@@H]1CN([C@H](C)CO)C(=O)CCCn2cc(nn2)CO[C@H]1CN(C)C(=O)CCC(F)(F)F | . | 3.7
C[C@@H]1CCCCO[C@@H](CN(C)C(=O)Nc2ccccc2)[C@@H](C)CN([C@H](C)CO)C(=O)c2cc(NS(=O)(=O)c3ccc(F)cc3)ccc2O1 | . | 1.2
C[C@H](CO)N1C[C@H](C)[C@H](CN(C)C(=O)CC2CC2)Oc2cc(-c3ccccc3)ccc2S1(=O)=O | . | -0.7
CCCN(C)C[C@@H]1Oc2ncc(-c3ccccc3OC)cc2C(=O)N([C@H](C)CO)C[C@@H]1C | -23 | -3.0
CCC(=O)N[C@H]1C=C[C@H](CC(=O)NCc2ccc(OC)cc2)O[C@H]1CO | 4 | 0.1
CN1C(=O)c2cccc(NC(=O)C3COc4ccccc4O3)c2C1=O (centres undefined) | 2 | -0.6
Cc1noc(C)c1NC(=O)N(C)C[C@@H]1Oc2ccc(NC(=O)Nc3ccccc3)cc2C(=O)N([C@H](C)CO)C[C@@H]1C | . | -1.6
CCCN(C)C[C@H]1OCCCC[C@@H](C)Oc2ccc(NC(=O)Nc3ccc(OC)cc3)cc2C(=O)N([C@H](C)CO)C[C@@H]1C | -2 | .
CCCNC(=O)C[C@@H]1C[C@H]2c3cc(NC(=O)C4CCOCC4)ccc3O[C@H]2[C@@H](CO)O1 | 0 | -0.2
CO[C@H](CN(C)Cc1nccs1)[C@H](C)CN([C@@H](C)CO)S(=O)(=O)c1ccc(C)cc1 | -4 | 0.1
CC(C)NC(=O)N(C)C[C@@H]1OCCCC[C@H](C)Oc2ccc(N(C)C)cc2C(=O)N([C@@H](C)CO)C[C@@H]1C | -18 | 1.8
O=[N+]([O-])c1ccc(CSc2nnc(-c3ccccn3)n2-c2ccccc2)cc1 | 1 | -0.2
C[C@@H]1CN([C@H](C)CO)C(=O)c2cc(NC(=O)Cc3ccccc3)ccc2O[C@@H](C)CCCCO[C@@H]1CN(C)C(=O)c1ccncc1 | . | -1.4
O=C(C[C@H]1C[C@@H]2c3cc(NC(=O)Nc4ccccc4F)ccc3O[C@@H]2[C@@H](CO)O1)NCc1ccc2c(c1)OCO2 | -10 | 0.4

Among those listed so far, 3 have a nitro group on carbon.
SMILES | EZH2 inh | IDH1 R132H inh
O=C(COc1ccc([N+](=O)[O-])cc1)Nc1cc(C(F)(F)F)ccc1N1CCOCC1 | 5 | 0.2
CCn1c(SCC(=O)c2ccc(F)cc2)nnc1-c1cccc([N+](=O)[O-])c1 | 9 | -0.1
O=[N+]([O-])c1ccc(CSc2nnc(-c3ccccn3)n2-c2ccccc2)cc1 | 1 | -0.2
